Screening results from PubChem BioAssay.
RXFP1 antag: RXFP1 (human) relaxin receptor antagonism; Q9HBX9; HEK293-RXFP1, relaxin-stimulated cAMP HTRF, 30 min; stronger effect = lower value; activity change, negative = inhibition, % at 57.5 µM; hit rate 0.59% among 350,000;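 active = activity change of -60% or lower, but not beyond a set lower limit; inconclusive = change between -60% and -40%, or beyond the set limit; inactive = change above -40%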; also: % is scaled to controls: 0 for no effect and ±100 for the full control effect
Anesthetic bind: candidate novel general anesthetic via apoferritin binding | P02791 | apoferritin/1-aminoanthracene competitive binding, fluorescence | hit rate 0.074% among 350,000 | AID 485281 | Potency, µM (titrated, usually from 77.5 µM), inactives show at the top dose activity change, negative = displacement, actives largely listed as inhibitors; also: potency is read from the fitted curve at half-maximal effect; % is scaled to controls: 0 for no effect and ±100 for the full control effect; nearly all actives have a fitted effect of over 20% in size
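Horse-spleen apoferritin (10 uM) was mixed with 50% saturated 1-aminoanthracene in PBS, exposed to compounds for 10 min at room temperature, and read for fluorescence (ex 380 nm, em 535 nm). Competitive displacement was fitted with a four-parameter Hill equation.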
BLM inh: inhibitors of human Bloom syndrome helicase BLM; hit rate 0.2% among 350,000; Potency, µM (top dose mostly 56.1 µM), inactives show at the highest dose activity change, negative = inhibition, most hits filed as inhibitors; recombinant BLM DNA unwinding, fluorescence dequenching;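 also: potency is read from the fitted curve at half-maximal effect; plate controls were vehicle for no effect and no enzyme for full effect; nearly all actives have a fitted effect of over 35% in size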
Target sequence (P54132 whole entry, looked up): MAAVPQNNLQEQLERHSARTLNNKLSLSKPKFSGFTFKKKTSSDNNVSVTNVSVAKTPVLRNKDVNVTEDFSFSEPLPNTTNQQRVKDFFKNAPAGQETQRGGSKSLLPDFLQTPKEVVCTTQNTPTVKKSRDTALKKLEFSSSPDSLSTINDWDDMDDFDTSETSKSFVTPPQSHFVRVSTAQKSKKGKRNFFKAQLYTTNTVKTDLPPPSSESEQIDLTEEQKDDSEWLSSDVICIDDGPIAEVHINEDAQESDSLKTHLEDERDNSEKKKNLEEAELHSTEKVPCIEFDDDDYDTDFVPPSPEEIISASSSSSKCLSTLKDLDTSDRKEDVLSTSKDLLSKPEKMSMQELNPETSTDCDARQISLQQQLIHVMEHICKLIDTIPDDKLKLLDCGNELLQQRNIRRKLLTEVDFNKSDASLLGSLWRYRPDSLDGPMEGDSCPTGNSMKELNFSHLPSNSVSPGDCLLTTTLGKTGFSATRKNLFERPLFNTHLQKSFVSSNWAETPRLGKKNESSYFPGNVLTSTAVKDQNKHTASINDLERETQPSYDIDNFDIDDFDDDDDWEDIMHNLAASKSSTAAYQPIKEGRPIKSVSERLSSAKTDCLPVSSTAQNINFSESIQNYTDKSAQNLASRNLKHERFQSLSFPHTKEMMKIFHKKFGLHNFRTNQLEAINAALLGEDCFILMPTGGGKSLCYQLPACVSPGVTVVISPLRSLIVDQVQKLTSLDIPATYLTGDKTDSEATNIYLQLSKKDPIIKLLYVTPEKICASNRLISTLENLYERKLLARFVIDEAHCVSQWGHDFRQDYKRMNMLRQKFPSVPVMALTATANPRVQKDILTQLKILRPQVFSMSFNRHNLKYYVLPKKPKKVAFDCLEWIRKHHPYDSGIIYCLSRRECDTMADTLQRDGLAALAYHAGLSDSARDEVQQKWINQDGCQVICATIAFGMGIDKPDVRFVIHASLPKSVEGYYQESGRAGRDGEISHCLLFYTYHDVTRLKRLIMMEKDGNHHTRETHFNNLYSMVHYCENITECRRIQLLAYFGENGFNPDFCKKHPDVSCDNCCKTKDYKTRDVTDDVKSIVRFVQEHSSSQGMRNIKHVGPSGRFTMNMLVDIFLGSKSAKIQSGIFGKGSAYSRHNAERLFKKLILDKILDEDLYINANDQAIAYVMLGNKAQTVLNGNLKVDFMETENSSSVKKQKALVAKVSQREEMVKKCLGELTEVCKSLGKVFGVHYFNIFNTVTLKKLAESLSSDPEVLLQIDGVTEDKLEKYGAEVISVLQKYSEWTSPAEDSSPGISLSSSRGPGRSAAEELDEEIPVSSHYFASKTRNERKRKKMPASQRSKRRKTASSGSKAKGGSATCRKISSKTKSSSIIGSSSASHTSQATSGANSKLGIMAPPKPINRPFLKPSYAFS
Pol iota inh: inhibitors of human DNA polymerase iota; Q9UNA4; Pol iota fluorescent replication assay, 10 min; Potency, µM (series often up to 115 µM), for inactives: at the top dose activity, negative = inhibition, most hits filed as inhibitors; hit rate 1% among 390,000; AID 588590; also: potency is read from the fitted curve at half-maximal effect
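Pol iota at 10 nM preincubated 15 min with compounds at room temperature; reaction started with fluorescent substrate, 50 nM final. Fluorescence read kinetically at 0 and 10 min; buffer-only wells as negative control.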
POLH inh: DNA polymerase eta (human) inhibition | Q9Y253 | recombinant Pol eta, fluorescent DNA replication assay | Potency, µM (top dose mostly 114 µM), without a hit: top-dose activity change, negative = inhibition, most hits filed as inhibitors | hit rate 1.2% among 390,000 | AID 588591; also: potency is read from the fitted curve at half-maximal effect; % is scaled to controls: 0 for no effect and ±100 for the full control effect
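Pol eta (10 nM) was preincubated with compounds for 15 min at room temperature, after which fluorescent replication substrate (50 nM final) was added to start the reaction. Fluorescence was read kinetically at 0 and 10 min.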
POLK inh: inhibitors of human DNA polymerase kappa; AID 588579; purified Pol kappa, fluorescent DNA synthesis assay, 10 min; Q9UBT6; hit rate 0.53% among 400,000; Potency, µM (highest dose often 107 µM), inactives show at the highest dose activity, negative = inhibition, most hits filed as inhibitors; also: potency is read from the fitted curve at half-maximal effect; % is scaled to controls: 0 for no effect and ±100 for the full control effect
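Activity was followed as the change in fluorescence between reads at 0 and 10 min after starting the reaction with 50 nM substrate. Beforehand, 10 nM polymerase had been preincubated with compound for 15 min at room temperature.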
Tb PGK inh: blocks T. brucei phosphoglycerate kinase | P07378 | PGK/GAPDH coupled, Kinase-Glo luminescence, 60 min | Potency, µM (top dose mostly 57.5 µM), inactives show at the highest dose activity change, negative = inhibition, most hits filed as inhibitors | hit rate 0.043% among 380,000; also: potency is read from the fitted curve at half-maximal effect; % is scaled to controls: 0 for no effect and ±100 for the full control effect; nearly all actives have a fitted effect of over 60% in size
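Luminescent ATP detection (Kinase-Glo Plus) follows a 60-minute room-temperature incubation, with wells lacking PGK as controls. Buffer: 100 mM TEA (pH 7.6), 5 mM MgCl2, 0.01% Tween-20. Coupling enzyme GAPDH (100 nM final) supplies unstable 1,3-BPG in-well.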
POLB inh: DNA polymerase beta (human) inhibition | hit rate 1.3% among 340,000 | Pol beta primer extension/strand displacement, fluorescence kinetic | Potency, µM (series often up to 114 µM), for the others: at the highest dose activity change, negative = inhibition, usual class: inhibitors | P06746; also: potency is read from the fitted curve at half-maximal effect; % is scaled to controls: 0 for no effect and ±100 for the full control effect
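Values derive from four-parameter Hill fits of normalized kinetic data: reads at 0 and 10 min following addition of 50 nM substrate to 10 nM Pol beta preincubated 15 min with compound.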
APE1 inh: blocks human APE1 abasic DNA cleavage. AID 2517. Potency, µM (doses to about 65.8 µM), inactives show at the highest dose activity change, negative = inhibition, actives largely listed as inhibitors. recombinant APE1, TAMRA/BHQ-2 abasic DNA cleavage fluorescence. hit rate 0.35% among 350,000. P27695;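 also: potency is read from the fitted curve at half-maximal effect; plate controls were vehicle for no effect and reference inhibitor for full effect; nearly all actives have a fitted effect of over 55% in size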
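Step 1: APE1 (0.75 nM) with compound, 15 min RT. Step 2: add 50 nM fluorophore/quencher THF duplex. Step 3: three fluorescence reads 60 s apart (525/598 nm); read 3 minus read 1 = reaction progress.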
The depositor's hits bear a star; i = inactive; u = inconclusive; x = no result given; [ ] = another dose, or the depositor's remark. Unless noted, calls follow the shape of the dose curve; as a rule, active = well fitted curve in the direction sought with a large enough effect; inconclusive = small, poorly fitted or top-dose-only effect, or another doubt; inactive = no such curve, though single readings can be large; an effect the other way counts as inactive or inconclusive. Not all compounds are listed. The share of hits here may be higher or lower than overall.

1. COc1ccc(Cl)cc1NC(=O)CCNC(=O)Cn1ccc2ccccc2c1=O
2. CCOc1ccccc1-c1nc(CN(Cc2cnn(C)c2)C(C)C)c(C)o1
3. CCc1ccccc1NC(=O)Cc1ccc(-n2c(C)nc3cccnc32)cc1
4. COCCCNc1nc2nonc2nc1NCCSC
5. COc1ccccc1C(=O)Nc1ccc2c(c1)nc1n2CCSC1
6. Cc1ccc(NC(=O)NC2CCCCC2)c(C)c1
7. Cc1cc(C)c(C(=O)COC(=O)c2nn(C)c(=O)c3ccccc23)cc1C
8. O=C1c2ccccc2S(=O)(=O)N1Cc1cccc(S(=O)(=O)N2CCOCC2)c1
9. COc1ccccc1NC(=O)CC1C(=O)Nc2ccccc2N1C(=O)c1ccccc1 (stereo not given)
10. Cc1cccc(C(=O)NC2(C(F)(F)F)N=C(c3ccccc3)N(Cc3ccccc3)C2=O)c1 (stereo not given)

entry no.	1	2	3	4	5	6	7	8	9	10
BLM inh	-6%	0%	-2%	-3%	0%	-7%	x	1%	-3%	-8%
POLH inh	-14%	-15%	-11%	-16%	-12%	-20%	-19%	-11%	-11%	-12%
POLK inh	-13%	6%	13%	-18%	-19%	-6%	8%	-2%	-8%	4%
Pol iota inh	126%[activator]	45%[activator]	27%	-14%	u	37%[activator]	6%	6%	21%	35%[activator]
Tb PGK inh	-1%	-4%	i	-5%	-7%	2%	-9%	-4%	-1%	i
Anesthetic bind	-4%	-14%	-8%	-2%	0%	-3%	x	-23%	-9%	-19%
RXFP1 antag	12	-1	-13	0	-10	x	4	-14	-6	x
APE1 inh	6%	-1%	x	2%	-10%	4%	21%	19%	-4%	x
POLB inh	14%	20%	32%	-15%	-21%	24%	x	29%	0%	-8%

11. O=C(CNc1cc(S(=O)(=O)N2CCOCC2)ccc1NCC1CCCO1)Nc1ccc(F)c(F)c1 (stereo not given)
12. CCCCCCCCOC(=O)C1=C(C)Nc2nnnn2C1c1cccs1 (stereo not given)
13. CCc1ccc(NC(=O)c2cc(S(=O)(=O)N3CCc4ccccc43)cn2C)cc1
14. O=[N+]([O-])c1ccc(N2CCN(Cc3ccccc3)CC2)nc1
15. COCC(C)n1c(SCC(=O)NC(=O)Cc2ccccc2)nc2ccccc2c1=O (stereo not given)
16. NS(=O)(=O)c1ccc(NC(=S)Nc2ccc(OCc3ccccc3)cc2)cc1
17. O=C(CCC(=O)N1CCN(c2cccc(Cl)c2)CC1)c1cccs1
18. COc1cc(C(=O)NCC(=O)OCC(=O)Nc2nnc(-c3ccccc3)o2)cc(OC)c1OC
19. O=C(OCc1cc(=O)n2c3c(sc2n1)CCCC3)c1cccc(NC(=O)c2ccccc2F)c1
20. CCC(C)NC(=O)c1ccc(CS(=O)(=O)c2ccc(OC)cc2)o1 (stereo not given)

entry no.	11	12	13	14	15	16	17	18	19	20
BLM inh	-4%	-19%	-11%	-3%	x	0%	x	x	-1%	-5%
POLH inh	-17%	-15%	-30%	-13%	-16%	-19%	-16%	-12%	-2%	-12%
POLK inh	-4%	-10%	-14%	1%	-6%	2%	-6%	-16%	-9%[60.1 µM]	-28%
Pol iota inh	-22%	-12%	0%	66%[activator]	2%	6%	-28%	10%	5%	-13%
Tb PGK inh	-3%	-2%	-5%	4%	0%	-9%	-10%	-3%	12%	-3%
Anesthetic bind	-21%	u	-2%	-15%	x	0%	x	x	-10%	-9%
RXFP1 antag	-1	-21	-22	-24	5	2	-9	-5	-18	2
APE1 inh	47%	-4%	33%	-7%	11%	-5%	4%	-4%	x	5%
POLB inh	1%	-2%	u	21%	x	-5%	x	x	7%	11%

2 entries from above, field by field:
(17) O=C(CCC(=O)N1CCN(c2cccc(Cl)c2)CC1)c1cccs1
  BLM inh: x
  POLH inh: -16%
  POLK inh: -6%
  Pol iota inh: -28%
  Tb PGK inh: -10%
  Anesthetic bind: x
  RXFP1 antag: -9
  APE1 inh: 4%
  POLB inh: x

(18) COc1cc(C(=O)NCC(=O)OCC(=O)Nc2nnc(-c3ccccc3)o2)cc(OC)c1OC
  BLM inh: x
  POLH inh: -12%
  POLK inh: -16%
  Pol iota inh: 10%
  Tb PGK inh: -3%
  Anesthetic bind: x
  RXFP1 antag: -5
  APE1 inh: -4%
  POLB inh: x

Next part:
21. O=C(c1ccc(NS(=O)(=O)c2ccc(F)cc2)cc1)N1CCC1
22. CCN1CCOC(=O)C1CC(=O)Nc1cc(C)cc(C)c1 (stereo not given)
23. CSCCCNC(=O)c1ccc(OC2CCN(C(=O)c3cccnc3)CC2)cc1
24. Cc1ccc(OCCCCN2CCC(C)CC2)c(Br)c1
25. C/C(=N\NC(=O)c1nc2ccccn2c1C)c1cc2ccccc2o1
26. CCN(CC)C(=O)Cn1c(=O)n(Cc2ccc(C(=O)NCCc3ccc(OC)c(OC)c3)cc2)c(=O)c2ccccc21
27. O=C(CSc1ccc2nnc(-c3ccncc3)n2n1)NCc1ccco1
28. Cc1ccc(NC(=O)COC(=O)C2CC(=O)N(Cc3ccccc3)C2)cc1S(=O)(=O)N(C)C (stereo not given)
29. O=C1C=CC(=O)N1Cc1ccccc1
30. CS(=O)(=O)N(CCc1ccccc1)CC(=O)NCC1CCCO1 (stereo not given)

entry no.	21	22	23	24	25	26	27	28	29	30
BLM inh	x	1%	-1%	-8%	-2%	3%	-4%	-3%	-1%	1%
POLH inh	-15%	1%	-3%	-14%	-6%	-19%	-3%	-10%	-7%	7%
POLK inh	-2%	-2%	-7%	-7%	0%	3%	11%	-5%	-1%	4%
Pol iota inh	9%	-27%	-20%	20%	108%[activator]	2%	29%	141%[activator]	13%	3%
Tb PGK inh	-10%	-9%	7%	i	i	-8%	-3%	-3%	3%	i
Anesthetic bind	x	u	-1%	-7%	-14%	-2%	-2%	-15%	-7%	-7%
RXFP1 antag	-19	-7	1	x	-7	x	x	-2	x	5
APE1 inh	-14%	x	1%	18%	-7%	x	u	1%	-4%	0%
POLB inh	x	76%	26%	8%	-2%	21%	28%	-9%	24%	-1%

31. CCOC(=O)C1=C(CS(=O)(=O)c2ccc(F)c(C)c2)NC(=O)NC1c1ccccc1OC (stereo not given)
32. CC(NC(=O)CCNC(=O)c1ccccc1Cl)c1ccc(-n2ccnc2)cc1 (stereo not given)
33. COc1ccc(S(=O)(=O)NC(C)C(=O)NCc2ccco2)cc1OC (stereo not given)
34. COc1ccc(C(F)(F)F)cc1NC(=O)c1sc2nc(-c3cccs3)ccc2c1N
35. O=C(NCC1CCCO1)c1ccccc1OCc1ccc(F)cc1 (stereo not given)
36. Cc1cccc(C2=NOC(=O)/C2=C\c2ccccc2F)c1
37. COc1cc(C(=O)NNC(=O)CN2C(=O)NC3(CCCC3)C2=O)cc(OC)c1OC
38. CN(CCC#N)C(=O)c1ccc(CNS(=O)(=O)c2ccc(F)cc2)cc1
39. Cn1c(N)c(C(=O)COC(=O)CCc2ccccc2)c(=O)n(C)c1=O
40. CC(C)(C)OC(=O)N1CCC(C(=O)NNC(=O)c2ccc(Cl)cc2Cl)CC1

entry no.	31	32	33	34	35	36	37	38	39	40
BLM inh	1%	2%	0%	-1%	x	x	x	0%	-4%	-2%
POLH inh	-15%	-18%	-9%	1%	-20%	7%	-10%	-10%	-21%	-6%
POLK inh	-17%	7%	2%	-2%	-7%	-2%	-3%	0%	-3%	-15%
Pol iota inh	52%[activator]	29%	-2%	-3%	23%	-21%	15%	1%	137%[activator]	40%[activator]
Tb PGK inh	0%	-3%	-3%	-9%	1%	-4%	-13%	u	4%	0%
Anesthetic bind	-16%	-1%	-3%	3%	x	x	x	-7%	-9%	-1%
RXFP1 antag	x	0	-7	-4	3	12	-10	-8	-2	-1
APE1 inh	x	42%	8%	x	5%	-13%	6%	-1%	4%	1%
POLB inh	24%	11%	5%	-17%	x	x	x	17%	14%	-24%

41. CCC(=O)N1CCc2cc(S(=O)(=O)CCC(=O)N3CCN(c4cccc(Cl)c4)CC3)ccc21
42. Cc1ccc(S(=O)(=O)Oc2cccc([N+](=O)[O-])c2)cc1
43. CCNc1cc(S(=O)(=O)C(F)(F)F)ccc1N
44. Cc1ccc(CSc2nccc(-c3c(C)nc4ccccn34)n2)cc1
45. COc1cc(NC(=O)c2cc([N+](=O)[O-])ccc2Br)ccc1NC(=O)c1ccco1
46. O=c1[nH]c(C2CCN(S(=O)(=O)c3ccccc3F)CC2)nc2c1nnn2Cc1ccc(OC(F)(F)F)cc1
47. COc1ccc(C2c3c(oc4ccccc4c3=O)C(=O)N2CCCN2CCOCC2)cc1 (stereo not given)
48. CCOc1cc(/C=C2/C(=O)ON=C2C)ccc1OCc1ccc(F)cc1

entry no.	41	42	43	44	45	46	47	48
BLM inh	-4%	x	0%	-4%	-4%	-16%	x	0%
POLH inh	-4%	-23%	-12%	-4%	-16%	-17%	-12%	0%
POLK inh	-13%	-14%	-12%	3%	-7%	-9%	-6%	-14%
Pol iota inh	u	11%	6%	-14%	113%[activator]	u	24%	u
Tb PGK inh	-9%	-2%	4%	i	0%	1%	-4%	4%
Anesthetic bind	46%[activator]	x	u	-4%	-19%	-5%	x	-4%
RXFP1 antag	x	-8	-12	-2	-5	6	-9	-15
APE1 inh	x	x	-1%	u	8%	-21%	x	-4%
POLB inh	1%	x	27%	-9%	27%	-20%	x	-1%

Complete entries, quoted from the list:
O=[N+]([O-])c1ccc(N2CCN(Cc3ccccc3)CC2)nc1 across the screens: BLM inh: -3%; POLH inh: -13%; POLK inh: 1%; Pol iota inh: 66%[activator]; Tb PGK inh: 4%; Anesthetic bind: -15%; RXFP1 antag: -24; APE1 inh: -7%; POLB inh: 21%
CSCCCNC(=O)c1ccc(OC2CCN(C(=O)c3cccnc3)CC2)cc1 across the screens: BLM inh: -1%; POLH inh: -3%; POLK inh: -7%; Pol iota inh: -20%; Tb PGK inh: 7%; Anesthetic bind: -1%; RXFP1 antag: 1; APE1 inh: 1%; POLB inh: 26%
